# Compound activity (PubChem)
# KB-3-1 cytotox: kills parental KB-3-1 adenocarcinoma cells; KB-3-1 viability, CellTiter-Glo ATP luminescence, 72 h; Potency, µM (series often up to 46.1 µM), without a hit: at the top dose activity change, negative = cytotoxic, usual class: cytotoxic; hit rate 1.4% among 400,000; further: potency means the concentration at half of the fitted maximal effect; on the % scale 0 is the no-effect control and ±100 the full control effect; nearly all actives have a fitted effect of over 60% in size
#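 Parental KB-3-1 adenocarcinoma cells in phenol-red-free DMEM with 10% FBS were pin-treated with compounds at several concentrations, incubated 72 h at 37 °C, and viability read by CellTiter-Glo luminescence; concentration-effect curves were fitted after normalization.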
# KB-V1 MDR tox: KB-V1 MDR subline cytotoxicity. AID 1347076. KB-V1 MDR cells viability, CellTiter-Glo, 72 h. hit rate 3.4% among 400,000. Potency, µM (series often up to 46.1 µM), without a hit: at the top dose activity change, negative = cytotoxicity, hits mostly cytotoxic; further: potency means the concentration at half of the fitted maximal effect; on the % scale 0 is the no-effect control and ±100 the full control effect; nearly all actives have a fitted effect of over 60% in size
#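 Compound-treated KB-V1 multidrug-resistant cells, 72 h, 37 degrees C; viability by CellTiter-Glo. Fitted qHTS curves give the values.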
# SW480 rereplic: inducers of DNA re-replication in SW480 colon cancer cells; hit rate 1.8% among 340,000; Potency, µM (doses to about 46.1 µM), without a hit: at the highest dose re-replication activation, actives largely listed as activators; SW480 DNA re-replication, Hoechst DNA content imaging, 48 h; further: potency means the concentration at half of the fitted maximal effect; % of control where 0% means no effect; nearly all actives have a fitted effect of over 55% in size
#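 Compounds, transferred as 23 nL by pin tool, were incubated with cells for 48 hr; DNA content per nucleus was then quantified by Hoechst staining and fluorescence plate imaging.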
# S2 tox: reduces viability in counter-screen for ATXN expression inhibitors; hit rate 0.49% among 400,000; Potency, µM (highest dose often 56.7 µM), actives largely listed as cytotoxic; S2 cells (HEK-293 line with an ATXN2-luciferase reporter) viability, CellTiter-Fluor protease fluorescence, 24 h; further: potency means the concentration at half of the fitted maximal effect; nearly all actives have a fitted effect of over 40% in size
# ATXN2 expr inh: ATXN2 expression inhibition; HEK-293 ATXN2-luciferase reporter, luminescence, 24 h; Potency, µM (highest dose often 57 µM), inactives show at the highest dose activity change, negative = inhibition, most hits filed as inhibitors; hit rate 0.72% among 360,000; AID 1745845; further: potency means the concentration at half of the fitted maximal effect; on the % scale 0 is the no-effect control and ±100 the full control effect; nearly all actives have a fitted effect of over 55% in size
#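 ATXN2-luciferase reporter cells (luciferase flanked by upstream and downstream ATXN2 gene portions) were treated 24 h at 37 °C with compounds at up to 57 uM. SteadyGlo luminescence gave expression; GF-AFC fluorescence gave viability.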
# HT1080 IDH1KD tx: toxicity to HT-1080 IDH1 knockdown cells (counter line); Potency, µM (top dose mostly 46.1 µM), without a hit: top-dose activity, negative = toxicity, actives largely listed as cytotoxic; hit rate 2% among 360,000; HT-1080 IDH1 knockdown viability, ATP luminescence, 48 h; AID 686971;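 further: potency means the concentration at half of the fitted maximal effect; 0% = DMSO wells and -100% = cell-free medium wells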
#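 Cytotoxicity counter-line: IDH1KD HT-1080, 48 h, CellTiter-Glo. Curves classed by r2, magnitude and activity.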
# IL1B secr inh: inflammasome signaling inhibition, IL-1 beta readout. activity change, % at 57.5 µM. THP-1 LPS/ATP IL-1B secretion, AlphaLISA, 16 h; stronger effect = lower value. AID 743279. hit rate 4.7% among 360,000; in the data active means activity change below about -50%; inconclusive means mostly about -30% to -49%; further: on the % scale 0 is the no-effect control and ±100 the full control effect
#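 Secreted IL-1B measured by AlphaLISA bead assay after 16 h compound exposure of THP-1 cells; compounds (final up to 57.5 uM) added 1 h before LPS (250 ng/mL) and ATP (1.25 mM) stimulation; lower signal means less secretion.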
# MCF10A rerep: induces DNA re-replication in MCF 10a normal breast cells | MCF 10A DNA re-replication, Hoechst nuclear intensity, 48 h | Potency, µM (highest dose often 46.1 µM), for inactives: at the highest dose activity, positive = re-replication, most hits filed as activators | hit rate 2.9% among 350,000; further: potency means the concentration at half of the fitted maximal effect; % of control where 0% means no effect; nearly all actives have a fitted effect of over 50% in size
# HT1080-NT tox: kills 2HG-producing HT-1080-NT fibrosarcoma cells; HT-1080-NT fibrosarcoma viability, CellTiter-Glo ATP luminescence, 48 h; Potency, µM (top dose mostly 46.1 µM), inactives show at the top dose activity, negative = less viability, most hits filed as cytotoxic; hit rate 1.6% among 360,000;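 further: NT is the 2HG producing partner of a matched IDH1 knockdown line; potency means the concentration at half of the fitted maximal effect; 0% = DMSO-treated cells and -100% = media-only wells without cells; nearly all actives have a fitted effect of over 55% in size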
#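 Compounds were tested in concentration-response format on HT-1080-NT cells for 48 hours at 37 degrees C. Cell viability came from CellTiter-Glo luminescence; curves were classified by r2, response magnitude and activity.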
# Starred values were filed as active, the others as inactive; i = inactive; ? = inconclusive; . = not tested or not shown; & = joins results of further samples; [ ] = remark or other dose. Unless noted, the call rests on the fitted dose curve; in most records, active means well fitted curve in the direction sought with a large enough effect; inconclusive means small, poorly fitted or top-dose-only effect, or another doubt; inactive means no such curve, though single readings can be large; an effect the other way counts as inactive or inconclusive.
# Results follow in this order: KB-3-1 cytotox	KB-V1 MDR tox	SW480 rereplic	S2 tox	ATXN2 expr inh	HT1080 IDH1KD tx	IL1B secr inh	MCF10A rerep	HT1080-NT tox
CCOC(=O)[C@@H](NC(=O)CC[C@H]1O[C@@H](n2cc(C)c(=O)[nH]c2=O)C[C@@H]1O)C(C)C
  5.2%	0.3%	.	i	3.9%	2.0%	-5.5	.	6.7%
O=C(c1ccc(Cl)c(S(=O)(=O)NCc2ccco2)c1)N1CCN(c2ccccc2F)CC1
  ?	?	?	?	-29.2%	?	3.2	?	?
CCOC(=O)CSc1nc2ccc(NC(C)=O)cc2s1
  14.8%	-3.5%	-0.5%	i	-1.0%	15.5%	-7.2	-1.5%	13.3%
O=c1c2sc3nc(N4CCOCC4)c4c(c3c2ncn1CCc1ccccc1)CCCC4
  -0.7%	2.31µM*	-6.6%	i	-0.5%	7.6%	-6.7	?	-1.1%
NC(=S)c1csc(CCNC(=O)c2ccccc2)n1
  -7.6%	-0.2%	.	i	.	0.3%	-22.6	.	-0.8%
Cc1ccc(C2CC(c3ccccc3C)n3nc(N)nc3N2)cc1 (stereo not given)
  3.3%	?	-5.2%	i	2.9%	1.3%	26.4	-4.8%	4.7%
Cc1ncc(CN2CCC(C(=O)Nc3ccc(Oc4cccnc4)cc3)CC2)cn1
  -18.5%	?	-0.9%	i	-8.2%	-9.4%	-4.9	?	-8.0%
O=C(CNC(=O)C1CCCCC1)NCc1ccco1
  10.1%	-8.0%	-8.8%	i	16.4%	21.4%	22.9	-4.5%	1.8%
CCN(CCn1cccn1)C(=O)CCc1nnc(Cc2c[nH]c3ccccc23)o1
  0.1%	23.9%	-9.5%	i	.	-5.9%	-0.2	8.4%	5.5%
Cc1cc(C)nc(SC(C)C(=O)N/N=C/c2cccs2)n1 (stereo not given)
  -0.4%	-2.5%	-0.9%	i	2.2%	-3.2%	26.1	16.2%	-0.8%
Cc1ccc(Cc2c(-c3ccccc3)nc3ccc(Br)cn23)cc1
  -16.6%	-11.8%	.	i	-6.2%	-0.8%	9.0	.	-18.2%
CC(O)[C@H]1CNCCN1CCc1cccc(F)c1 (stereo not given in full)
  0.0%	25.6%	-36.5%[inhibitor]	i	13.3%	11.8%	18.9	-0.5%	11.1%
CCCCn1c(N)c(N(CCOC)C(=O)c2ccco2)c(=O)[nH]c1=O
  9.8%	5.3%	-7.0%	i	6.2%	0.3%	5.4	-1.6%	2.2%
Cc1cc(OCC(=O)NC2CC(C)(C)NC(C)(C)C2)c2c(C)cc(=O)oc2c1
  -3.8%	-17.5%	14.7%	i	-14.4%	-8.3%	-6.5	-4.1%	-7.7%
COC(=O)c1sc2cc(C(F)(F)F)cnc2c1-c1cccnc1
  0.2%	-13.7%	-1.6%	i	-7.2%	-24.8%	-1.5	?	-14.9%
COc1ccccc1/C=C1\SC(=O)N(CCC(=O)NNC(=O)c2ccccc2Cl)C1=O
  -9.0%	-10.5%	?	i	0.4%	-7.2%	-23.2	?	-9.4%
COc1ccc(CN2C(=O)c3cccnc3C2=O)cc1S(=O)(=O)NCc1ccc(C)o1
  0.5%	5.9%	-4.6%	.	.	8.1%	9.3	-9.0%	9.3%
Cc1c(Cl)cccc1Nc1nc(N)nc(CSc2nc3ccccc3s2)n1
  0.4%&-2.5%	?	-2.8%	?	?	-20.7%	-18.0	20.0%	-16.3%
COc1ccc(CNCC2COc3ccccc3O2)cc1 (stereo not given)
  -2.7%	-3.2%	-9.7%	i	20.8%	13.3%	?	-12.3%	8.4%
COc1cc(NC(=O)c2ccccc2Cl)c(OC)cc1NC(=O)CN1CCCCC1
  -0.1%	9.6%	-3.3%	i	1.1%	1.0%	-22.0	-3.0%	-2.4%
COc1ccc(NC(=O)Nc2cc(C(=O)NCc3ccc(C)cc3)ccc2N2CCCC2)cc1
  0.6%	-3.3%	.	i	-4.2%	.	.	.	.
Cc1cc2c(cc1C)NC1=C(N2)OC(c2cccc(O)c2)C1=O (stereo not given)
  0.3%	13.2%	-4.1%	i	.	1.7%	-18.3	-6.9%	13.0%
Cn1nnnc1SCC(=O)Nc1ccc(Cl)c(S(=O)(=O)N2CCOCC2)c1
  13.4%	-20.8%	-20.0%	i	.	2.1%	-26.3	3.4%	0.0%
Cc1cc(C)n(-c2nnc(N3CCN(c4ccccc4)CC3)nn2)n1
  -2.9%	-8.1%	9.1%	?	6.3%	-13.6%	12.8	1.3%	-1.8%
COC(=O)c1sc(N)c(C(=O)OC)c1COC(=O)[C@@H](NS(=O)(=O)c1cccc(Cl)c1)C(C)C
  0.0%	-23.9%	-0.5%	?	4.7%	-29.0%	?	?	?
Nc1cc(Cl)nc(N/N=C/c2ccc([N+](=O)[O-])cc2)n1
  -0.9%	9.0%	-1.2%	i	-0.5%	1.0%	-4.7	3.5%	9.4%
CC(C)c1nccn1CCC(=O)O
  11.4%	?	8.2%	i	3.3%	9.2%	14.6	-5.5%	-0.6%
O=C(Nc1ccc(Cl)cc1)N(Cc1nnc2n1CCCCC2)c1ccccc1
  16.5%	-35.0%	-3.5%	i	-11.1%	5.3%	-10.9	22.5%	1.5%
Cc1cc(=O)oc2c(C)c(OC(C)C(=O)NCCCN3CCCC3=O)ccc12 (stereo not given)
  1.9%	?	0.0%	i	8.7%	0.3%	-8.7	-5.8%	1.5%
CC(NC(=O)c1ccccc1)c1nnc(SCC(=O)NC2=NCCS2)n1C (stereo not given)
  ?	-7.1%	-6.9%	i	-7.1%	23.7%	-1.1	-21.7%	20.2%
COC(=O)C(C)N(C#N)c1nc(NC(C)C)nc(SC)n1 (stereo not given)
  0.0%	-8.0%	-7.0%	i	-1.0%	-0.1%[9.24 µM]	-12.4	1.7%	-1.1%
O=C(NCc1ccccc1)C(c1cc2ccccc2o1)n1c(=O)c(-c2ccccc2)nc2ccccc21 (stereo not given)
  -7.8%	-20.5%	.	.	.	-1.6%	11.9	.	2.3%
Cc1nn(CC(=O)NCCN2CCCCCC2)c(=O)c2nn(-c3ccccc3)c(C)c12
  -3.6%	8.2%	-7.7%	i	7.4%	2.6%	0.0	-0.9%	1.2%
O=c1c(-c2ccco2)[n+]([O-])c2ccccc2n1OCc1ccccn1
  3.8%	-19.9%	-4.3%	i	-8.9%	0.6%	-4.1	-1.5%	15.2%
COc1ccc(C2=Nn3c(nnc3-c3ccccc3C(F)(F)F)SC2)cc1OC1CCOC1 (stereo not given)
  ?	10.4%	24.8%	i	-28.3%	.	.	2.3%	.
COc1ccc(/C=N\NC(=O)c2ccccc2Br)cc1COc1ccc(F)cc1
  .	.	?	i	-9.2%	-0.6%	10.3	?	0.4%
COc1ccccc1S(=O)(=O)N(C)C[C@@H]1OCc2cnnn2CCCC(=O)N([C@H](C)CO)C[C@@H]1C
  -9.6%	-0.9%	.	i	2.9%	-3.5%	-16.6	.	-3.4%
O=C(COc1ccc(-c2nnco2)cc1)Nc1cc([N+](=O)[O-])ccc1F
  17.7%	0.0%	-9.3%	i	5.5%	16.6%	-15.9	-29.6%	12.3%
CC(=O)Nc1ccc(S(=O)(=O)c2ccc([N+](=O)[O-])cc2)cc1
  -36.7%	3.3%	?	i	.	5.5%	6.1	-1.7%	-3.9%
N=c1sccn1CC(=O)NCc1ccc(Cl)cc1Cl
  15.4%	3.2%	-9.7%	i	-17.1%	-6.2%	-3.4	-11.2%	-19.2%
CCOC(=O)NC(=O)/C(N=Nc1ccc(C(F)(F)F)cc1)=C(\C)O
  2.7%	2.9%	-18.2%	i	-9.8%	2.0%	-6.1	-1.1%	18.4%
Cc1cc(Nc2ccc(F)cc2Cl)n2nc(C)nc2n1
  4.6%	22.2%	-0.8%	i	1.8%	3.3%	-4.9	1.0%	5.1%
O=C(CN1CCN(S(=O)(=O)c2ccc(Cl)cc2)CC1)NCC1(N2CCOCC2)CCCCC1
  -1.2%	-7.0%	-29.0%	i	-14.6%	-4.2%	-4.5	-2.9%	-5.6%
CC(=O)Nc1cccc(C(=O)Nc2cc(C(F)(F)F)ccc2-n2cncn2)c1
  9.2%	-8.0%	.	i	.	5.5%	-20.6	.	1.0%
COc1cc(OC)cc(C(=O)NNC(=O)Cc2ccc(OC)c(S(=O)(=O)N3CCOCC3)c2)c1
  7.7%	20.1%	3.5%	i	1.1%	5.6%	10.3	-2.1%	2.6%
CCn1cc([N+](=O)[O-])c(C(=O)N2N=C3/C(=C/c4cccs4)CCCC3C2c2cccs2)n1 (stereo not given)
  2.4%	?	0.5%	i	0.4%	-27.7%	-5.0	-0.2%	-28.9%
CCOc1ccc(NC(=O)Nc2cnccn2)cc1
  ?	-15.9%	-7.0%	i	.	19.9%	-14.1	2.3%	21.4%
c1ccc(-n2nnnc2OCCOc2nnnn2-c2ccccc2)cc1
  18.7%	1.7%	-2.3%	i	5.0%	-0.7%	0.0	17.4%	9.3%
O=C(COc1ccc([N+](=O)[O-])cc1)N(C1CCCCC1)C1CCS(=O)(=O)C1 (stereo not given)
  -0.5%	-10.3%	-521.4%[inhibitor]	.	-19.6%	-4.2%	-5.7	2.9%	1.2%
Nc1ccc(Cl)c(S(=O)(=O)Nc2ccc(Cl)cc2)c1
  -1.7%	11.8%	2.3%	i	-0.3%	-14.1%	-6.7	-4.0%	0.1%

# Part of the list above, as tab-separated lines.
SMILES	KB-3-1 cytotox	KB-V1 MDR tox	SW480 rereplic	S2 tox	ATXN2 expr inh	HT1080 IDH1KD tx	IL1B secr inh	MCF10A rerep	HT1080-NT tox
CCn1cc([N+](=O)[O-])c(C(=O)N2N=C3/C(=C/c4cccs4)CCCC3C2c2cccs2)n1 (stereo not given)	2.4%	?	0.5%	i	0.4%	-27.7%	-5.0	-0.2%	-28.9%
Nc1ccc(Cl)c(S(=O)(=O)Nc2ccc(Cl)cc2)c1	-1.7%	11.8%	2.3%	i	-0.3%	-14.1%	-6.7	-4.0%	0.1%
